SENP8 block – inhibitors of human SENP8 protease. hit rate 0.64% among 360,000. recombinant SENP8, Nedd8 substrate fluorescence. AID 602440. inhibition, % at 20 µM; in the data active = inhibition mostly above about 40%, no sharp cut-off; inactive = mostly below about 27%
Target sequence (Q96LD8 whole entry, looked up): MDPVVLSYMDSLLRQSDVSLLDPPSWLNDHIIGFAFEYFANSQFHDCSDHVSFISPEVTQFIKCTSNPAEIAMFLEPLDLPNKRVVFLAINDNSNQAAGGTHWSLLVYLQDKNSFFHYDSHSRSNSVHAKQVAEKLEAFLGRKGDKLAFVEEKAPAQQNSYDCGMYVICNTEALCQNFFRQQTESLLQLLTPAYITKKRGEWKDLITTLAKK
ATG4B inh – ATG4B (human) cysteine protease inhibition. Q9Y4P1. hit rate 0.51% among 340,000. inhibition, % at 8.33 µM. ATG4B cleavage of LC3-PLA2, NBD-HPC fluorescence, 1 h; in the data active = inhibition above about 40%
Target sequence (Q9Y4P1 whole entry, looked up): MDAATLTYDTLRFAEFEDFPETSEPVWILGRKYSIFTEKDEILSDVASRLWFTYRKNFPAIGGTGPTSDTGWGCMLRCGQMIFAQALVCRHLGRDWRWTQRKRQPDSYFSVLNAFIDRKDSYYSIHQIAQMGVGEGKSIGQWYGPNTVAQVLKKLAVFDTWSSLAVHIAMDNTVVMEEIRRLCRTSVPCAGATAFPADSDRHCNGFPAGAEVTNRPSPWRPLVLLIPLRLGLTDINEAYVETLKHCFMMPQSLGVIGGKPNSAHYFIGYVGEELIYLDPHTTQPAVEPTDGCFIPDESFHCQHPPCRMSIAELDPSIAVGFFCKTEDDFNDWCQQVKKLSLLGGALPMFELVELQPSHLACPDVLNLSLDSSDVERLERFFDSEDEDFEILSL
SENP6 inh – blocks the human protease SENP6. hit rate 1.8% among 330,000. inhibition, % at 10 µM. Recombinant SENP6 catalytic domain, aminoluciferin luminescence. AID 2599;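 active = inhibition above about 50% at the single tested dose, limit read from the data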;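 also: plate controls were DMSO wells with enzyme for no effect and DMSO wells lacking enzyme for full effect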
SENP7 block – SENP7 protease inhibition; Q9BQF6; recombinant SENP7, Z-RLRGG-aminoluciferin luminescence, 40 min; inhibition, % at 5 µM; hit rate 1.5% among 330,000; AID 434973;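 active = inhibition above about 50% at the single test dose, limit read from the data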;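 also: plate controls were DMSO with enzyme for no effect and no enzyme buffer wells for full effect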
Target sequence (Q9BQF6 706-1050 limits assumed): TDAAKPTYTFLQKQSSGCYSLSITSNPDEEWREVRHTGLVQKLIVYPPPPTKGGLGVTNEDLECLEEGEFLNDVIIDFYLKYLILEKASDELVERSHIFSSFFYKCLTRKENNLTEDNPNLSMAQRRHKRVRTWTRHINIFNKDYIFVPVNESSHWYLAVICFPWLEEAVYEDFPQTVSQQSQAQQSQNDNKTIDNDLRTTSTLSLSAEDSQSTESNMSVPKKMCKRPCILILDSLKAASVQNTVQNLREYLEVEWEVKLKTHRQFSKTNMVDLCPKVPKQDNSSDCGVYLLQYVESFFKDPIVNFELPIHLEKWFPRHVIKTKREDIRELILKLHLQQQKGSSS
HKDC1 inh – inhibitors of human hexokinase HKDC1; Q2TB90; recombinant HKDC1, G6PDH/diaphorase resazurin coupled fluorescence; hit rate 0.16% among 340,000; inhibition, % at 20 µM;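 active = inhibition above about 35% when tested at 20 µM, limit read from the data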;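 also: plate controls were DMSO wells with enzyme for no effect and DMSO wells lacking enzyme for full effect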
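Test system: HK5 enzyme. Quantity: 5 µg/mL HK5 final. Reagent: glucose and ATP substrates. Schedule: 90 min reaction incubation at room temperature, dark. Technique: resazurin-to-resorufin fluorescence via G6PDH and diaphorase coupling, 525/613 nm. Control set: DMSO wells with and without enzyme mix.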
MPTP inh – blocks calcium-induced mitochondrial swelling; isolated mouse mitochondria, Ca2+ swelling absorbance, 30 min; inhibition, % at 10 µM; hit rate 1.4% among 360,000; AID 602449;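 active = inhibition of 50% or more, scaled per plate between neutral and stimulator controls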;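 also: 0% = DMSO wells given calcium and 100% = 1 mM EGTA wells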
PfG6PD inh – PfG6PD (Plasmodium falciparum) enzyme inhibition | hit rate 0.78% among 350,000 | PfGluPho enzyme, NADPH resazurin-diaphorase fluorescence | AID 504690 | inhibition, % at 20 µM;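 active = inhibition reaching at least a set limit at 20 µM in the primary screen, cut at about 59% in these data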;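 also: 0% = DMSO wells with substrate and 100% = DMSO wells lacking glucose-6-phosphate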
NR3A LBD binder – modulates the human NR3A ligand-binding domain | hit rate 2.5% among 340,000 | Tm shift relative to glycine control, % at 25 µM | NR3A LBD differential scanning fluorimetry, Tm shift; 0% = protein alone, 100% = glycine-bound protein | AID 1259313;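 active = melting temperature shift of at least 10% of the positive control shift, at one fixed dose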
* marks the source's active call; other numbers are inactive results; . = not tested or not shown.

SMILES	SENP8 block	ATG4B inh	SENP6 inh	SENP7 block	HKDC1 inh	MPTP inh	PfG6PD inh	NR3A LBD binder
Cc1ccc(C(=O)Cn2nc(C(=O)O)c3ccccc3c2=O)cc1C	18	2	23	7	13	2.7	-6	-1
Oc1ccc(CNc2ccccc2O)cc1	-34	0	17	10	18	1.4	37	-3
CCOc1ccc(C2/C(=C(\O)c3ccc4c(c3)OCCO4)C(=O)C(=O)N2CCCN2CCOCC2)cc1OC (stereo unspecified)	10	4	-2	-3	0	-1.0	-6	-6
CCCCNC(=O)C1CCN(S(=O)(=O)c2c(C)noc2/C=C\c2ccc(OC)cc2)CC1	-68	-4	-10	-2	0	1.5	-21	-7
O=C(CCN1C(=O)c2ccccc2C1=O)Nc1sc2c(c1C(=O)NCc1ccco1)CCCC2	2	18	-1	-8	16	5.2	5	0
Cc1cccc(N2C(=S)NC3c4cc(Cl)ccc4OC2(C)C3C(=O)N(C)C)c1 (stereo unspecified)	4	5	-23	-12	0	-2.3	-16	-1
C=CCn1c(=S)[nH]c2nc3c(cc2c1=O)CCCC3	7	-8	2	-5	-2	-0.1	-4	-2
Cc1ccc(/C=C/C(=O)Nc2ccc(S(N)(=O)=O)cc2)o1	-65	-6	6	3	-3	0.6	44	-1
O=C(COc1ccccc1/C=C1/NC(=O)NC1=O)Nc1ccccc1	-62	4	2	0	-11	0.2	0	-4
COc1ccc(-c2[nH]ncc2CN2CCSCC2)c(OC)c1	10	2	-5	-1	-4	-3.1	-11	0
COc1cc2c(cc1OC)CN(S(=O)(=O)c1ccccc1F)CC2	1	-12	-40	-6	7	-0.2	6	-1
N#CC(C#N)=C(N)/C(C#N)=C/c1cc(O)c(O)c(O)c1	19	-1	11	3	30	5.6	7	-9

An excerpt from the list above, for reference:
SMILES	SENP8 block	ATG4B inh	SENP6 inh	SENP7 block	HKDC1 inh	MPTP inh	PfG6PD inh	NR3A LBD binder
CCOc1ccc(C2/C(=C(\O)c3ccc4c(c3)OCCO4)C(=O)C(=O)N2CCCN2CCOCC2)cc1OC (stereo unspecified)	10	4	-2	-3	0	-1.0	-6	-6
CCCCNC(=O)C1CCN(S(=O)(=O)c2c(C)noc2/C=C\c2ccc(OC)cc2)CC1	-68	-4	-10	-2	0	1.5	-21	-7
O=C(CCN1C(=O)c2ccccc2C1=O)Nc1sc2c(c1C(=O)NCc1ccco1)CCCC2	2	18	-1	-8	16	5.2	5	0
Cc1cccc(N2C(=S)NC3c4cc(Cl)ccc4OC2(C)C3C(=O)N(C)C)c1 (stereo unspecified)	4	5	-23	-12	0	-2.3	-16	-1
C=CCn1c(=S)[nH]c2nc3c(cc2c1=O)CCCC3	7	-8	2	-5	-2	-0.1	-4	-2
Cc1ccc(/C=C/C(=O)Nc2ccc(S(N)(=O)=O)cc2)o1	-65	-6	6	3	-3	0.6	44	-1
O=C(COc1ccccc1/C=C1/NC(=O)NC1=O)Nc1ccccc1	-62	4	2	0	-11	0.2	0	-4
COc1ccc(-c2[nH]ncc2CN2CCSCC2)c(OC)c1	10	2	-5	-1	-4	-3.1	-11	0
COc1cc2c(cc1OC)CN(S(=O)(=O)c1ccccc1F)CC2	1	-12	-40	-6	7	-0.2	6	-1
N#CC(C#N)=C(N)/C(C#N)=C/c1cc(O)c(O)c(O)c1	19	-1	11	3	30	5.6	7	-9

(continued)
SMILES	SENP8 block	ATG4B inh	SENP6 inh	SENP7 block	HKDC1 inh	MPTP inh	PfG6PD inh	NR3A LBD binder
CN(Cc1ccccc1)C(=O)c1cccc(NC(=O)Cc2ccc(NC(=O)C3CCN(C(=O)C4CCCC4)CC3)cc2)c1	-7	-17	.	.	-3	0.7	-5	-1
C[N+]1(C)CC2([N+](=O)[O-])CC=C(Oc3ccccc3)C([N+](=O)[O-])(C2)C1 (stereo unspecified)	20	-3	-7	7	-15	30	20	0
CC1CCCC(C)N1C(=O)Cn1c(SCC(=O)Nc2ccc3c(c2)OCO3)nc2ccccc21 (stereo unspecified)	10	-1	-7	-9	1	0.4	-1	-32
CSc1ccc(C#N)cc1NC(=O)c1ccccc1	2	2	-3	-3	6	1.1	-1	0
O=C(Nc1nnc(CCN2CCCCC2)s1)c1ccccc1	8	-5	7	3	1	-0.5	-4	0
NNC(=O)c1cccc(COCC(F)(F)C(F)F)c1	10	-2	1	-1	-4	1.7	0	2
CCCCn1cnc2c(Sc3c([N+](=O)[O-])ncn3C)nc(N)nc21	13	-5	.	.	-2	-2.4	2	3
COc1ccc(/C=C2\CCCC3C2=NN(C(=O)CSc2ncn[nH]2)C3c2ccc(OC)cc2)cc1 (stereo unspecified)	-86	30	0	3	12	-0.5	2	-7
Cc1c(Cl)cccc1NC(=O)CCCN1C(=O)CCC1=O	13	1	-1	0	-3	-1.7	0	2
O=C1c2ccccc2C(=O)N1CC1c2ccccc2CCN1C(=O)N1CCOCC1 (stereo unspecified)	28	-7	1	1	-9	0.3	-10	-2
CC(=O)NC(=S)Nc1ccccc1N1CCN(C(=O)c2ccccc2)CC1	16	-3	-4	4	4	-2.4	-9	0
C=CCn1c(SCC(=O)Nc2ccc3c(c2)OCCO3)nnc1-c1ccccn1	19	-7	-6	-9	-4	2.4	20	-1
CCOc1ccc(CCNC(=O)c2cccc(NC3=NC4CS(=O)(=O)CC4S3)c2)cc1OCC (stereo unspecified)	1	-18	9	0	-2	0.5	-10	0
COc1ccc(S(=O)(=O)N2CCC(C(=O)N3CCc4ccccc4C3)CC2)cc1C	3	56*	11	12	-3	0.5	13	2
OC(COCC(F)(F)C(F)(F)C(F)(F)C(F)F)Cn1c2ccccc2c2ccccc21 (stereo unspecified)	-5	27	-1	2	5	8.5	37	29*
Cn1nc(C(=O)N2CCN(c3ccc(F)cc3)CC2)c2c1-c1ccccc1S(=O)(=O)C2	18	3	11	-1	-3	-0.1	-9	-1
N#CC(C#N)=C1NC2(CCCCC2)Cc2ccccc21	3	-7	-19	9	1	-0.7	-15	1
O=C(NCCc1cccnc1)c1cc(COc2ccc(F)cc2F)on1	16	-2	-19	2	-5	-0.8	17	1
Cc1cc(C(=O)OCC(=O)c2cccc([N+](=O)[O-])c2)c2cccc(C)c2n1	-60	-10	-18	-8	0	-3.3	13	-2
NC(=O)NCc1ccc(Cl)cc1	7	2	-18	-3	-4	-0.3	-22	-1
CCCCCCc1c(C)c2ccc(OCC(=O)N[C@@H](Cc3ccccc3)C(=O)O)cc2oc1=O	-241	-2	-8	2	22	-1.6	-19	-3
CCOCCCNC(=O)C(NC(=O)C1CCC(=O)N1)c1ccc(C)cc1 (stereo unspecified)	4	5	-4	10	-4	-0.3	-14	5
CCC(C)NS(=O)(=O)c1ccc(S(=O)(=O)Nc2cc3c(cc2C(C)=O)OCO3)cc1 (stereo unspecified)	-12	-4	9	1	-2	4.0	-11	-20
COc1ncnc(OC)c1NC(=O)c1ccc(F)cc1	10	-3	1	14	1	-3.5	-3	3
CC1CCN(CCCn2c(=S)[nH]c3ccccc3c2=O)CC1	16	0	-17	7	5	-9.1	5	-2
O=C1c2ccccc2C(=O)N1CCCCc1cn(C[C@H]2CC[C@@H]([C@@H]3CC[C@H](Cn4cc(CCCCN5C(=O)c6ccccc6C5=O)nn4)O3)O2)nn1	6	-4	-11	12	-1	9.8	-5	-1
CCc1ncc(CN2CCCCC2C(=O)Nc2ccc(Oc3ccccc3)nc2)cn1 (stereo unspecified)	-3	-11	-2	1	5	-0.6	0	0
COc1ccc(CCNC(=O)Cn2c(=O)n(Cc3ccco3)c(=O)c3ccc(Cl)cc32)cc1OC	8	-9	.	.	-3	1.2	-2	-2
O=C(NC(Nc1nc2ccc([N+](=O)[O-])cc2s1)(C(F)(F)F)C(F)(F)F)c1ccccc1Cl	15	-7	19	4	10	92*	-15	13*
CCSc1nnc(SCC(=O)Nc2cc(C)on2)s1	10	0	-6	-5	-3	-0.1	-15	0
COc1ccccc1NC(=O)CSc1nncn1N	1	1	-25	-2	2	-1.3	-12	0
O=C(Nc1ccccc1)Oc1ccccc1N1CCOCC1	10	-9	5	2	-3	-0.4	10	6
COc1ccc(/C=C2\CCn3c2nc2ccccc2c3=O)cc1OC	-343	-5	28	2	-4	1.4	-4	1
CC1=NN(c2nc(-c3ccc(F)cc3)cs2)C(=O)C1	36	-9	33	2	-2	2.4	-6	3
Cc1cc(C)cc(NC(=O)C2CCCN(c3nccc(C)n3)C2)c1 (stereo unspecified)	-80	12	-2	-2	-9	-1.0	0	1
COC(=O)c1ccc(NC(=O)CNS(=O)(=O)c2cccs2)cc1	0	-7	-3	8	-15	1.4	-2	-22
CON(C)S(=O)(=O)c1ccc2c(c1)NC(=O)C1CCCN21 (stereo unspecified)	-255	-25	2	3	0	0.8	24	-4
CC(C)(C)C(=O)c1no[n+]([O-])c1/C(=N/O)C(C)(C)C	26	9	-6	-1	11	-0.2	15	-1
N#C/C(=C(/O)c1ccc([N+](=O)[O-])s1)c1nc2ccccc2[nH]1	32	-6	20	52*	-7	85*	5	-1
CCOc1ccc(C2C3=C(CCCC3=O)Nc3ccc4ncccc4c32)cc1 (stereo unspecified)	-376	-8	16	9	7	1.2	1	0
COC(=O)CC1SC(=O)NC1=Nc1ccc(OC)cc1 (stereo unspecified)	16	1	-22	-6	-1	-3.3	2	3
Cc1cc2oc(=O)cc(Cn3ncc(Cl)c(Cl)c3=O)c2cc1Cl	-69	-3	11	6	10	0.0	-8	0
Cn1c(NC(=O)C[n+]2cc(-c3ccccc3)n3c2CCC3)cc(=O)n(C)c1=O	-5	-1	2	-5	-11	-1.1	-4	0
Cc1nc2ccccc2cc1OCc1ccccc1	5	-1	-1	-8	-3	92*	18	1
Clc1ccc2c(c1)-c1[nH]ncc1CS2	13	4	-15	0	-4	-0.4	6	5
CCOC(=O)c1sc(=S)n(-c2ccccc2)c1C	8	-10	4	6	3	2.2	11	-4
O=C(O)Cc1ccc(C(=O)c2ccccc2F)s1	13	3	5	10	-6	-1.0	-15	-3
CCO[C@@H]1OC(C(=O)NCc2nc3ccccc3[nH]2)=C[C@H](c2ccccc2)[C@H]1CCCO	10	-3	-13	9	-7	-1.3	4	-5
CC(Sc1nnc(-c2cccs2)n1-c1ccccc1)C(=O)NCc1ccco1 (stereo unspecified)	10	-3	-13	2	-3	-3.0	3	1
O=C(NCc1cccs1)c1cc(S(=O)(=O)N2CCOCC2)ccc1N1CCCC1	-21	1	-4	2	-2	-1.2	-4	0
O=C(Nc1nc(-c2ccccc2)c(-c2ccccc2)s1)c1ccc(S(=O)(=O)N2CCCCC2)cc1	-45	-3	-4	4	-3	6.7	-2	-1
COc1ccc(S(=O)(=O)NC2CC2)cc1Br	5	7	-12	0	5	0.3	-28	-1
CN(C)S(=O)(=O)c1ccc(C(=O)N2CCN(S(=O)(=O)c3cccs3)CC2)cc1	7	-7	-39	1	-12	-0.1	20	-2
Cc1ccccc1CN(c1ccc(C(=O)N/N=C/c2ccc(OCC(N)=O)cc2)cc1)S(C)(=O)=O	-32	46*	4	9	0	-3.8	-1	-1
COC(=O)C1=CN(Cc2cccs2)C=C(C(=O)OC)C1c1cccc(OC)c1OC	-332	-5	-9	-2	-10	0.4	0	-1
CC1(C)NC(=O)N(CC(=O)OCC(=O)c2ccc(Cl)s2)C1=O	15	4	-7	1	-4	0.1	-6	-2
CCCCNc1nc(N)nc(-c2cc(Cl)ccc2O)n1	-432	46*	70*	54*	12	6.9	11	18*
CCOC(=O)CSc1nnc(NC(=O)c2ccco2)s1	-7	-3	-19	-8	2	0.7	-20	0
Cc1ccccc1CC(=O)OCC(=O)Nc1ccc(C)c(S(=O)(=O)N2CCCCC2)c1	9	5	-6	3	2	-0.1	9	-1
COc1ccc(CN2C(=O)c3cccnc3C2=O)cc1S(=O)(=O)NC1CCCCC1	13	-5	11	-3	1	-0.5	-3	0
COc1c(/C=N/Nc2ccc(C(=O)O)cc2)c(CCN(C)C(C)=O)cc2c1OCO2	-90	-7	-7	0	-5	1.5	7	2
COc1cccc(NC(=O)c2ccccc2-c2nc(-c3ccccc3)no2)c1	14	-1	-2	8	0	-0.1	-2	-1
C=C1N(c2ccccc2)C(=O)OC1(C)C	28	0	-10	-2	4	-0.5	1	1

High-throughput results from PubChem BioAssay.
